BioA inh: inhibitors of Mycobacterium tuberculosis BioA enzyme; purified M. tuberculosis BioA enzyme, plate reader; inhibition, % at 9.99 µM; 360,000 compounds, 0.096% hits; in the data active = inhibition above about 40%; inconclusive = no clear call, values can overlap the other calls
CCHF vOTU inh: blocks the CCHF virus ovarian tumor domain protease | CCHFV vOTU protease, Pep-AMC fluorescence | 370,000 compounds, 0.55% hits | inhibition, % at 11.5 µM | AID 651958; also: 0% = vehicle wells with enzyme and 100% = no enzyme wells
BoNT A protease: BoNT A light chain protease inhibition; inhibition, % at 10 µM; 360,000 compounds, 0.17% hits; multiplex microsphere protease substrate cleavage, flow cytometry; in the data active = inhibition above about 30%; inconclusive = no clear call, values can overlap the other calls; also: plate controls were buffer without enzyme for full effect and enzyme alone for no effect
FadD28 binding: M. tuberculosis FadD28 bisubstrate binding inhibition | FadD28 bisubstrate probe binding, fluorescence polarization | inhibition, % at 12.5 µM | 360,000 compounds, 0.22% hits; in the data active = inhibition above about 8.5%, passing the limit was not always enough; inconclusive = no clear call, values can overlap the other calls
BoNT-F LC inh: BoNT F light chain protease inhibition. Multiplex microsphere protease cleavage assay, flow cytometry. inhibition, % at 10 µM. 360,000 compounds, 0.22% hits. AID 588497; in the data active = inhibition above about 35%, passing the limit was not always enough; inconclusive = no clear call, values can overlap the other calls; also: plate controls were buffer without enzyme for full effect and enzyme alone for no effect
PrPC surface inh: reduces human prion protein on the cell surface | P04156 | cell surface PrPC, TR-FRET read-out | inhibition, % at 13.8 µM | 370,000 compounds, 0.43% hits | AID 720596; in the data active = inhibition above about 24%; also: 0% = median of the test wells and 100% = reference compound wells
Mtb UGM inh: blocks M. tuberculosis UGM enzyme | inhibition, % at 10 µM | P9WIQ1 | 320,000 compounds, 0.06% hits | AID 504406 | purified UGM, fluorescence polarization probe displacement; in the data active = inhibition above about 10%, passing the limit was not always enough; inconclusive = no clear call, values can overlap the other calls
Target sequence (P9WIQ1 whole entry, looked up): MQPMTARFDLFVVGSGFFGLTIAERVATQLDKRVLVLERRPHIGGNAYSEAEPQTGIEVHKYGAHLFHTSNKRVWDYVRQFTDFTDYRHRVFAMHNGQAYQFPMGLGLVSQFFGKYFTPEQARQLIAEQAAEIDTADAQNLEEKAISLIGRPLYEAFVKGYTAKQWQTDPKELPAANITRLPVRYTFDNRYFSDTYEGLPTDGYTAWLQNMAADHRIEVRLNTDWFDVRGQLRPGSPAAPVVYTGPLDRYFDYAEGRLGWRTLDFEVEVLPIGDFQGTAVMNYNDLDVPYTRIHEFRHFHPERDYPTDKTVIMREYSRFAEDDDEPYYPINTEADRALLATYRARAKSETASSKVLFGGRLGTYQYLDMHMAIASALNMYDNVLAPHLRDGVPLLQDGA
Mtb FBA inh: inhibits M. tuberculosis FBA enzyme | P9WQA3 | purified M. tuberculosis FBA, fluorescence read-out | inhibition, % at 1 µM | 360,000 compounds, 2.3% hits; in the data active = inhibition above about 27%;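 also: 0% = vehicle and 100% = reference inhibitor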
Target sequence (P9WQA3 whole entry, looked up): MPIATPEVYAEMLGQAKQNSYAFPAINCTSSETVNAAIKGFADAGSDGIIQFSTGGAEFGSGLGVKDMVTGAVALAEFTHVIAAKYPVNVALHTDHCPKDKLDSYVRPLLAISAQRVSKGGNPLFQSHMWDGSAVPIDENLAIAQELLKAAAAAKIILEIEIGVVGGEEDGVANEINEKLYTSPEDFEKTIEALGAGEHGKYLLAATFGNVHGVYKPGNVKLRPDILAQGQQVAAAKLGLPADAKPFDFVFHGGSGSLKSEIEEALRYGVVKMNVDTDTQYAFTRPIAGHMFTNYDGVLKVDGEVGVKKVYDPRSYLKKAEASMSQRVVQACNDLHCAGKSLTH
GDH-TPI counter: GDH-TPI coupled enzyme inhibition counter-screen; 360,000 compounds, 1.2% hits; GDH-TPI coupled enzyme counterscreen, NADH absorbance; AID 588335; inhibition, % at 4.8 µM;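 also: 0% = DMSO wells and 100% = wells lacking the enzyme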
Starred values were filed as active, the others as inactive; ? = inconclusive; · = not tested or not shown; & = joins results of further samples. Rule as the data show it, unless noted: active = inhibition above about 30%; inactive = the rest.

Screens by letter: A = BioA inh; B = CCHF vOTU inh; C = BoNT A protease; D = FadD28 binding; E = BoNT-F LC inh; F = PrPC surface inh; G = Mtb UGM inh; H = Mtb FBA inh; I = GDH-TPI counter
structure: CCCc1cc(C(=O)Nc2ccc(C#N)cc2)no1
  A = 12	B = 4	C = -0.1	D = -0.8	E = -3	F = 15	G = -1.3	H = 0	I = 1

structure: COc1ccc(C(=O)O)cc1NCc1cccnc1
  A = -1.0	B = -2	C = 1.1	D = -0.6	E = ?	F = 5	G = -1.1	H = 3	I = 2

structure: CCC1CCCCN1CC(=O)c1ccc(OC(F)F)cc1 (configuration not stated)
  A = ·	B = -13	C = -0.6	D = -1.6	E = -7	F = 1	G = 2.0	H = 2	I = 16

structure: CN1OC[C@@H]2CN(S(=O)(=O)c3cccc4ccccc34)[C@H](c3ccc(N4CCCCC4)cc3)C[C@@H]21
  A = -15	B = 10	C = -12	D = 0.7	E = 14	F = 10	G = ·	H = 0	I = ·

structure: CCOC(=O)Cn1c(C(C)=O)nc2ccccc21
  A = -0.5	B = -5	C = 0.1	D = -2.1	E = 1	F = 1	G = 0.5	H = 4	I = 8

structure: CCN(CCCNC(=O)c1c(C)cc(=O)oc1C)c1cccc(C)c1
  A = 2.0	B = 1	C = 1.2	D = 0.8	E = 2	F = 0	G = 3.4	H = 1	I = 26

structure: CCOc1ccccc1CNC(=O)CCc1cn(C)c2ccccc12
  A = 1.8	B = -9	C = -4.1	D = -2.6	E = -29	F = 8	G = -0.7	H = 9	I = 6

structure: O=C(Nc1ccc(Oc2ccccc2)cc1)c1csc([C@@H]2O[C@H](CO)[C@H](O)[C@H](O)[C@H]2O)n1
  A = 0.4	B = 9	C = -0.5	D = -3.5	E = 0	F = 7	G = ·	H = -4	I = 1

structure: Cc1ccc(NC(=S)N(CCN(C)C)Cc2cccs2)cc1C
  A = ·	B = -11	C = -1.0	D = 1.8	E = -7	F = -3	G = -0.4	H = 0	I = 3

structure: O=C(CCN1C(=O)C2CCCCC2C1=O)Nc1cc([N+](=O)[O-])ccc1Cl (configuration not stated)
  A = 0.6	B = -11	C = 0.0	D = -2.1	E = -2	F = -11	G = 1.7	H = -2	I = 8

Screens by letter: A = BioA inh; B = CCHF vOTU inh; C = BoNT A protease; D = FadD28 binding; E = BoNT-F LC inh; F = PrPC surface inh; G = Mtb UGM inh; H = Mtb FBA inh; I = GDH-TPI counter
structure: O=C(NN1CCOCC1)c1ccc(Br)s1
  A = -1.8	B = -2	C = 0.7	D = -0.3	E = -2	F = -2	G = -3.7	H = -1	I = 1

structure: Cn1c(=O)[nH]c(=O)c2[nH]c(N(Cc3ccccc3)Cc3ccccc3)nc21
  A = -0.7	B = -1	C = -1.8	D = -1.2	E = 7	F = 12	G = -0.4	H = 2	I = 7

structure: COc1ccc(CNC(=O)C2CCN(S(=O)(=O)c3ccc4c(c3)C(C)(C)C(=O)N4C)CC2)cc1
  A = 0.7	B = 6	C = -0.1	D = -1.0	E = -3	F = -5	G = ?	H = -1	I = -10

structure: C[C@H](CO)N1C[C@H](C)[C@@H](CN(C)Cc2ccc3c(c2)OCO3)Oc2ccc(NS(C)(=O)=O)cc2C1=O
  A = -5.0&2.0	B = 17	C = -1.1	D = -1.5	E = -13	F = -7	G = -0.6	H = 1	I = -2

structure: NC(=O)NC(=O)COC(=O)c1ccc(OC(F)(F)F)cc1
  A = ·	B = 9	C = 0.3	D = -1.4	E = -4	F = 9	G = 0.6	H = 3	I = 5

structure: CCCCn1c(N)c(N(CCOC)C(=O)c2cccc(S(=O)(=O)N3CCCCC3)c2)c(=O)[nH]c1=O
  A = -1.0	B = 17	C = 0.1	D = -3.7	E = -5	F = 3	G = -1.8	H = 5	I = 4

structure: O=C(Nc1ccc(Cc2ccncc2)cc1)c1cccs1
  A = 8.7	B = 1	C = -0.7	D = -4.4	E = -5	F = 4	G = 6.9	H = 3	I = 22

structure: COCCNC(=O)CN1N=C(c2ccc(OC)cc2)CCC1=O
  A = -1.4	B = 3	C = 0.3	D = 0.6	E = 10	F = 0	G = 0.7	H = 3	I = 5

structure: COc1ccc(C(=O)N/N=C\c2coc3ccccc3c2=O)cc1
  A = -2.2	B = -2	C = 1.0	D = -0.2	E = 1	F = 2	G = -0.2	H = 2	I = 12

structure: CC(Oc1ccc2c(-c3ccccc3)cc(=O)oc2c1)C(=O)NCC(O)c1ccccc1 (configuration not stated)
  A = 8.3	B = 12	C = -1.1	D = -2.0	E = -7	F = -22	G = 0.3	H = 2	I = 19

Another view of 2 compounds above.
COc1ccc(CNC(=O)C2CCN(S(=O)(=O)c3ccc4c(c3)C(C)(C)C(=O)N4C)CC2)cc1
  BioA inh = 0.7	CCHF vOTU inh = 6	BoNT A protease = -0.1	FadD28 binding = -1.0	BoNT-F LC inh = -3	PrPC surface inh = -5	Mtb UGM inh = ?	Mtb FBA inh = -1	GDH-TPI counter = -10
C[C@H](CO)N1C[C@H](C)[C@@H](CN(C)Cc2ccc3c(c2)OCO3)Oc2ccc(NS(C)(=O)=O)cc2C1=O
  BioA inh = -5.0&2.0	CCHF vOTU inh = 17	BoNT A protease = -1.1	FadD28 binding = -1.5	BoNT-F LC inh = -13	PrPC surface inh = -7	Mtb UGM inh = -0.6	Mtb FBA inh = 1	GDH-TPI counter = -2

Single records, as listed above. Values in the order: BioA inh | CCHF vOTU inh | BoNT A protease | FadD28 binding | BoNT-F LC inh | PrPC surface inh | Mtb UGM inh | Mtb FBA inh | GDH-TPI counter
NC(=O)NC(=O)COC(=O)c1ccc(OC(F)(F)F)cc1 across the screens: · | 9 | 0.3 | -1.4 | -4 | 9 | 0.6 | 3 | 5
COCCNC(=O)CN1N=C(c2ccc(OC)cc2)CCC1=O across the screens: -1.4 | 3 | 0.3 | 0.6 | 10 | 0 | 0.7 | 3 | 5
CCCCn1c(N)c(N(CCOC)C(=O)c2cccc(S(=O)(=O)N3CCCCC3)c2)c(=O)[nH]c1=O across the screens: -1.0 | 17 | 0.1 | -3.7 | -5 | 3 | -1.8 | 5 | 4
CC(Oc1ccc2c(-c3ccccc3)cc(=O)oc2c1)C(=O)NCC(O)c1ccccc1 (configuration not stated) across the screens: 8.3 | 12 | -1.1 | -2.0 | -7 | -22 | 0.3 | 2 | 19
COc1ccc(C(=O)N/N=C\c2coc3ccccc3c2=O)cc1 across the screens: -2.2 | -2 | 1.0 | -0.2 | 1 | 2 | -0.2 | 2 | 12

Continued:
Screens by letter: A = BioA inh; B = CCHF vOTU inh; C = BoNT A protease; D = FadD28 binding; E = BoNT-F LC inh; F = PrPC surface inh; G = Mtb UGM inh; H = Mtb FBA inh; I = GDH-TPI counter
structure: Cc1sc2nc(SCCO)n(-c3ccccc3)c(=O)c2c1C
  A = 0.1	B = -7	C = -0.3	D = -2.3	E = ?	F = 0	G = 0.7	H = 2	I = 3

structure: CC(C)C(NC(=O)c1ccccc1F)C(=O)NCc1ccccc1 (configuration not stated)
  A = 0.8	B = 5	C = 1.4	D = -0.4	E = -4	F = 8	G = 1.8	H = 2	I = 0

structure: COc1ccc(CC(=O)Oc2cc(C)ccc2C)cc1
  A = ·	B = -1	C = -0.3	D = -2.0	E = ?	F = 6	G = 2.0	H = 2	I = -2

structure: COc1ccccc1NC(=O)CN(C)S(=O)(=O)c1cccc2cccnc12
  A = -1.7	B = -13	C = 0.7	D = -0.5	E = 5	F = 14	G = 3.1	H = 2	I = 3

structure: CCCCCCNC(=O)c1cc(S(=O)(=O)N2CCc3ccccc32)ccc1F
  A = -3.3	B = -7	C = -3.2	D = 0.2	E = 0	F = -8	G = 0.5	H = 0	I = 3

structure: Cc1ccc(NC(=O)CSc2nnc(-c3cc(C)[nH]n3)n2N)c(C)c1
  A = 0.1	B = 23	C = -0.3	D = -1.6	E = 3	F = -8	G = -0.7	H = 0	I = 4

structure: COCCCN1C(=O)C(CC(=O)NCc2ccco2)CC(C(=O)N(C(C)C)C(C)C)=C1C (configuration not stated)
  A = -2.5	B = -5	C = 0.7	D = -2.9	E = -6	F = -9	G = ·	H = 0	I = ·

structure: Cc1ccccc1C(=O)Nc1ccc(S(=O)(=O)N2CC(C)OC(C)C2)cc1 (configuration not stated)
  A = 15	B = -20	C = -0.1	D = -4.4	E = -2	F = 4	G = -2.3	H = -1	I = -5

structure: COc1ccccc1CNC(=O)CC12CC3CC(CC(Br)(C3)C1)C2
  A = -3.3	B = 16	C = 2.1	D = -2.1	E = -7	F = -3	G = 0.2	H = 0	I = 0

structure: Cc1ccc(S(=O)(=O)N2[C@@H](c3ccccc3)C(C(=O)O)=CC[C@H]2c2cccc(C)c2)cc1
  A = -0.9	B = 1	C = -0.3	D = -2.2	E = 1	F = -6	G = 1.9	H = -1	I = -4

Screens by letter: A = BioA inh; B = CCHF vOTU inh; C = BoNT A protease; D = FadD28 binding; E = BoNT-F LC inh; F = PrPC surface inh; G = Mtb UGM inh; H = Mtb FBA inh; I = GDH-TPI counter
structure: Cc1cccc(C)c1NC(=O)C(c1ccccc1)N1CCC(Cc2ccccc2)CC1 (configuration not stated)
  A = -5.6	B = -4	C = 0.2	D = -2.1	E = 2	F = 6	G = ·	H = -2	I = ·

structure: CC(=O)Nc1ccccc1C
  A = -0.8	B = -1	C = -0.3	D = -0.2	E = 0	F = -3	G = 2.3	H = 1	I = 2

structure: CCOc1ncccc1C(=O)Oc1ccc2c(c1)OCO2
  A = -1.4	B = 4	C = -0.2	D = -2.7	E = ?	F = -2	G = 0.9	H = -1	I = -6

structure: CCN(CC)C(=O)c1sc(NC(=O)c2ccco2)c(C#N)c1C
  A = -1.2	B = 25	C = -1.0	D = 1.0	E = -14	F = 4	G = -2.9	H = 0	I = 33*

structure: O=C(NN1C(=O)/C(=C/c2ccc(O)c(O)c2)SC1=S)c1ccccc1
  A = 6.0	B = 5	C = 6.3	D = 43*	E = -61	F = -7	G = -2.6	H = -9	I = 14

structure: O=C1OCCC1Sc1nnnn1-c1ccc(Cl)cc1 (configuration not stated)
  A = ·	B = 8	C = 0.3	D = 2.6	E = -1	F = -11	G = 0.2	H = -1	I = 0

structure: CC1CCCCN1C(=O)COC(=O)C1CCN(S(=O)(=O)c2ccc3c(c2)OCCO3)CC1 (configuration not stated)
  A = ·	B = 4	C = -46	D = 0.0	E = -80	F = 1	G = 0.2	H = 6	I = -3

structure: O=C(c1ccc(Cl)s1)N(Cc1nnc(-c2ccccc2Cl)o1)C1CC1
  A = ·	B = 15	C = -8.7	D = -6.5	E = -28	F = -5	G = 0.6	H = -2	I = 8

structure: COc1ccc(C(=O)NC(C)c2ccncc2)cc1S(=O)(=O)N(C)Cc1ccccc1 (configuration not stated)
  A = 0.7	B = 8	C = 0.3	D = 1.6	E = -12	F = -4	G = -2.3	H = 0	I = 3

structure: COc1cc(/C=N/NC(=O)CN(CCc2ccccc2)S(=O)(=O)c2ccc(NC(C)=O)cc2)cc(OC)c1OC
  A = ·	B = -12	C = -1.0	D = -4.4	E = -6	F = -3	G = 0.3	H = 5	I = 12

Screens by letter: A = BioA inh; B = CCHF vOTU inh; C = BoNT A protease; D = FadD28 binding; E = BoNT-F LC inh; F = PrPC surface inh; G = Mtb UGM inh; H = Mtb FBA inh; I = GDH-TPI counter
structure: O=[N+]([O-])c1cccnc1Oc1ccc(OCc2ccccc2)cc1
  A = ·	B = -8	C = -2.7	D = -1.2	E = 3	F = 2	G = -0.8	H = 1	I = 0

structure: N#Cc1cccc(C#N)c1Oc1ccc(S(=O)(=O)Nc2ccccc2)cc1
  A = 3.4	B = -10	C = 0.6	D = -5.2	E = ?	F = 13	G = -2.1	H = 0	I = -2

structure: O=C(c1ccc(-c2ccc(Cl)cc2)o1)N1CCN(c2ccc([N+](=O)[O-])cc2Cl)CC1
  A = -0.4	B = -11	C = 4.8	D = -3.0	E = 0	F = -11	G = 0.3	H = 3	I = 14

structure: O=C(Nc1cccc2ncccc12)c1cc([N+](=O)[O-])ccc1Cl
  A = -1.5	B = -11	C = -2.5	D = -2.9	E = 22	F = -8	G = 1.0	H = 4	I = -9

structure: Cc1noc(C)c1CSc1nc2ccccc2c(=O)n1-c1ccc(F)cc1F
  A = -2.0	B = 12	C = 0.0	D = -6.3	E = ?	F = 8	G = 0.7	H = -3	I = -8

Screening data as filed in PubChem.
